# JMJD2E inh – qHTS Assay for Inhibitors of Human Jumonji Domain Containing 2E (JMJD2E); Lysine-specific demethylase 4E (Homo sapiens), B2RXH2; JMJD2E catalytic domain, FDH-coupled NADH fluorescence (FDH is formaldehyde dehydrogenase); Potency, µM (highest dose often 57.1 µM), for the others: top-dose activity change, negative = inhibition, usual class: inhibitors; 230,000 tested, 1.6% active; AID 2147, 2009; active means well fitted inhibition curve with a large enough effect, not every such curve was filed as active; inconclusive means small, poorly fitted or top-dose-only effect, or another doubt; inactive means no such curve, though single readings can be large or run the other way;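 further: 0% = wells with enzyme and -100% = buffer wells without enzyme; nearly all actives have a fitted effect of over 50% in size; many of its hits are not listed in these tables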
# ALDH1A1 inh – qHTS Assay for Inhibitors of Aldehyde Dehydrogenase 1 (ALDH1A1) | Aldehyde dehydrogenase 1A1 (Homo sapiens), P00352 | Purified ALDH1A1, NADH fluorescence, propionaldehyde substrate | Potency, µM (top dose mostly 75.3 µM), for the others: at the top dose activity, negative = inhibition, hits mostly inhibitors | 220,000 tested, 7.3% active | AID 1030, 2008; active means well fitted inhibition curve with a large enough effect, not every such curve was filed as active; inconclusive means small, poorly fitted or top-dose-only effect, or another doubt; inactive means no such curve, though single readings can be large or run the other way;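 further: plate controls were no enzyme wells and a reference inhibitor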
# Target sequence (P00352 whole entry, looked up): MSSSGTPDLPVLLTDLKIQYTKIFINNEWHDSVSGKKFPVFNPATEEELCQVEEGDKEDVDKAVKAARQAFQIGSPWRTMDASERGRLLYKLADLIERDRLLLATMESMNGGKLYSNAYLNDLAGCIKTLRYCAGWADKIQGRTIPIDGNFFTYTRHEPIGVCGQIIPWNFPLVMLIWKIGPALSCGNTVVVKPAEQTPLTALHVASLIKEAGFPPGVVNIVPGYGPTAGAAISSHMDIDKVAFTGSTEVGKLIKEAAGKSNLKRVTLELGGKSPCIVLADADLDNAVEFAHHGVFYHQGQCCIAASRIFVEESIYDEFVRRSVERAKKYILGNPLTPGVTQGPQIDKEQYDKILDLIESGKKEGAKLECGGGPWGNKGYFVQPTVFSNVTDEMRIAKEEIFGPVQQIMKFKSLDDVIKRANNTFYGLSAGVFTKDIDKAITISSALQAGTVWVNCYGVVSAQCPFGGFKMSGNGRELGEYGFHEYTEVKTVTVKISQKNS
# SMN2 splice up – qHTS Assay for Enhancers of SMN2 Splice Variant Expression | Potency, µM (highest dose often 46.1 µM), inactives show at the highest dose activity change, positive = activation, most hits filed as activators | 210,000 tested, 2.8% active | HEK293 SMN2-luciferase splicing reporter, luminescence, 30-36 h; further: % of control where 0% means no effect; nearly all actives have a fitted effect of over 55% in size
#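 HEK293 cells carry an SMN2 minigene-luciferase reporter in which exon 7 inclusion puts luciferase in frame. Cells were seeded at 2000 cells/well, attached for 10-12 hours, then exposed to compounds for 30-36 hours at 37C before ONE-Glo luminescence.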
# GLA spleen mod – qHTS Assay for Inhibitors and Activators of Human alpha-Galactosidase From Spleen Homogenate. Alpha-galactosidase A (Homo sapiens), P06280. human spleen homogenate, 4MU-alpha-Gal fluorescence, 40 min. Potency, µM (highest dose often 80 µM), inactives show top-dose activity change, negative = inhibition, most hits filed as inhibitors. 240,000 tested, 0.008% active;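 further: 0% = enzyme with vehicle and -100% = no enzyme basal signal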
# Target sequence (P06280 32-429 limits assumed): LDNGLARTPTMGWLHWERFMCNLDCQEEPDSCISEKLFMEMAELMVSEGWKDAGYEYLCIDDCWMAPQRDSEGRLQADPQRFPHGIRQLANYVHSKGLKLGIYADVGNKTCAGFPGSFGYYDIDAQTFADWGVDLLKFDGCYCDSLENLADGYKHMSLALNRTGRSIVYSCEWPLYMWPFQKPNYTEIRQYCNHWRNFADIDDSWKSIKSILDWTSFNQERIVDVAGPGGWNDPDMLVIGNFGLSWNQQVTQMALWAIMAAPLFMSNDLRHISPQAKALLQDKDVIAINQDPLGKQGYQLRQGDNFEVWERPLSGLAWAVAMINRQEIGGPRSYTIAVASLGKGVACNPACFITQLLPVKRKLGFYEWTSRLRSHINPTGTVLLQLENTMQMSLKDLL
#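 qHTS titration in buffer at pH 5.0. Alpha-galactosidase activity in spleen homogenate was measured via 4-methylumbelliferone release from 1 mM fluorogenic substrate after 40 min at 37C and a pH 10 stop. AC50 came from Hill fits of control-normalized data.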
# GAA inhib – qHTS Assay for Inhibitors of Human alpha-Glucosidase as a Potential Chaperone Treatment of Pompe Disease. AID 1466, 2008. 200,000 tested, 0.005% active. purified human GAA, 4-MU-alpha-glucoside fluorescence. Lysosomal alpha-glucosidase (Homo sapiens), P10253. Potency, µM (highest dose often 76.9 µM), for the others: at the highest dose activity change, negative = inhibition, most hits filed as inhibitors;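 further: plate controls were uninhibited enzyme wells for no effect and no-enzyme background for full effect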
#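 Fluorogenic assay: 4 nM human alpha-glucosidase with 400 uM 4-methylumbelliferyl-alpha-D-pyranoside in 50 mM citrate/phosphate, 0.005% Tween-20, pH 5.0, 20 min at room temperature. Compounds tested up to 77 uM; AC50 from Hill fits.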
# RGS12 GoLoco inh – qHTS Assay for Inhibitors of RGS12 GoLoco Motif Activity (Red Fluorophore); Guanine nucleotide-binding protein G(i) subunit alpha-1 (Homo sapiens), P63096; Gai1:RGS12 GoLoco peptide FP, rhodamine, 10 min; Potency, µM (titrated, usually from 61.6 µM), for inactives: at the highest dose activity, negative = inhibition, most hits filed as inhibitors; 230,000 tested, 0.44% active; active means well fitted inhibition curve with a large enough effect, not every such curve was filed as active; inactive means no such curve, though single readings can be large or run the other way; further: on the % scale 0 is the no-effect control and ±100 the full control effect; nearly all actives have a fitted effect of over 30% in size; many of its hits are not listed in these tables
# GAA glycogen – qHTS Assay for Inhibitors and Activators of Human alpha-Glucosidase Cleavage of Glycogen; AID 2100, 2009; Potency, µM (doses to about 76.4 µM), without a hit: top-dose activity change, negative = inhibition, actives largely listed as inhibitors; Lysosomal alpha-glucosidase (Homo sapiens), P10253; recombinant GAA, glycogen substrate, Amplex Red glucose oxidase fluorescence; 300,000 tested, 0.38% active;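 further: 0% = full enzyme reaction and -100% = no-enzyme basal signal; the screen sought inhibitors and activators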
#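 Recombinant human enzyme (4 nM); glycogen substrate; 37 C, 40 min, pH 5.0. Readout: coupled glucose oxidase/Amplex Red fluorescence.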
# GAA spleen mod – qHTS Assay for Inhibitors and Activators of Human alpha-Glucosidase From Spleen Homogenate | Potency, µM (titrated, usually from 79.9 µM), for the others: top-dose activity change, negative = inhibition, usual class: inhibitors | 240,000 tested, 0.006% active | human spleen homogenate, 4-MU-alpha-glucoside fluorescence;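 further: 0% = enzyme with vehicle and -100% = no enzyme basal signal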
#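 Enzyme source: human spleen homogenate, 1 ug/well. Buffer 50 mM citric acid/K phosphate pH 5.0, 0.01% Tween-20. 4-MU-alpha-glucoside 1 mM; 37 C x 40 min; NaOH/glycine stop; fluorescence.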
# Starred values were filed as active, the others as inactive; ? = inconclusive; / = not tested or not shown; ! = repeats disagree; [ ] = another dose, or the depositor's remark. Unless noted, the call rests on the fitted dose curve; in most records, active means well fitted curve in the direction sought with a large enough effect; inconclusive means small, poorly fitted or top-dose-only effect, or another doubt; inactive means no such curve, though single readings can be large; an effect the other way counts as inactive or inconclusive. Potency means the concentration at half of the fitted maximal effect.
canonical_smiles	JMJD2E inh	ALDH1A1 inh	SMN2 splice up	GLA spleen mod	GAA inhib	RGS12 GoLoco inh	GAA glycogen	GAA spleen mod
CCOC(=O)c1c(NC(=O)CSc2ncnc3[nH]ncc23)sc2c1CCC(C)C2 (configuration not stated)	1%	?	-13%	6%	-1%	5%	0%	5%
COc1ccc(-c2nc3c(c4nnc(SC(C)C(=O)Nc5ccccc5)n24)COC(C)(C)C3)cc1 (configuration not stated)	?	?	5%	-6%	6%	-13%	-3%	-7%
CN1CCN(c2nc(-c3cccs3)cs2)CC1	-2%	?	-2%	-1%	0%	1%	-2%	-14%
Cc1ccc(OCC(=O)NCc2ccco2)cc1C	-7%	?	27%	-14%	-6%	14%	/	-5%
CCOC(=O)N1CCC(N2Cc3cccc(C(=O)NCC4CCN(CC(C)C)C4)c3C2=O)CC1 (configuration not stated)	-13%	-9%	-11%	4%	-10%	175%[activator]	4%	-2%
CC1=NN(C(=O)c2c(Br)c(C)nn2C)C(O)(C(F)(F)F)C1 (configuration not stated)	9%	-3%	6%	-9%	0%	-8%	11%	-5%
Cc1nc(C)c(-c2csc(Nc3cccnc3)n2)s1	?	-9%	?	-5%	-1%	7%	-12%	-2%
O=C(NC(=S)NNC(=O)c1ccc(Cl)cc1Cl)c1cccnc1	-7%	24µM*	-10%	3%	10%	-5%	-3%	-2%
Cc1ccc(CCc2nnc(SCC(=O)Nc3cccc(Cl)c3)n2-c2ccccc2)o1	3%	?	-12%	-4%	4%	-1%	9%	-2%
CC(=O)NC1CC2CCC(C1)N2Cc1ccc(C)cc1 (configuration not stated)	0%	2%	-7%	-6%	-6%	-7%	5%	-14%
COc1ccc(OC)c(NC(=S)NCC(c2cccnc2)N2CCOCC2)c1 (configuration not stated)	-5%	?	/	5%	5%	-4%	-3%	1%
CCc1cc(CNC(=O)CC2C(=O)NCCN2Cc2ccccc2C(F)(F)F)on1 (configuration not stated)	-22%	/	/	1%	/	-8%	-7%	7%
COc1ccc(Nc2nc(CC(C)=O)ns2)cc1OC	4%	?	-6%	7%	-2%	5%	-22%	3%
COC(=O)CCC(=O)OC1(C)C(=O)C=C2C=C(C3CC3)N(CCCCO)C=C2C1=O (configuration not stated)	20µM*!	8%[13.5 µM]	-2%[9.22 µM]	1%[17.5 µM]	/	-8%[14.2 µM]	6%	-1%[17.4 µM]
COc1ccccc1C1/C(=C(/O)c2ccccc2)C(=O)C(=O)N1CC(C)C (configuration not stated)	-2%	-2%	/	0%	-3%	/	-3%	-2%
Cc1ccc(N=N/C(=C\O)C(=O)c2ccc(Cl)cc2)cc1	0%	13µM*	/	4%	-8%	11%	-1%	-7%
CC(C)c1cc(C(=O)OCC(=O)NC(=O)NCc2ccco2)c(O)c(C(C)C)c1	15%	-9%	-17%	-15%	-5%	11%	11%	-18%
CC1CCc2cc(F)ccc2N1C(=O)c1ccncc1 (configuration not stated)	3%	13%	0%	6%	-1%	11%	-9%	4%
COc1cc(NC(=O)COC(=O)CSc2ccccc2F)c(C)cc1[N+](=O)[O-]	-8%	-16%	8%	2%	1%	0%	-10%	4%
COc1cccc(/C=C2\SC(=S)NC2=O)c1OS(=O)(=O)c1ccc(NC(C)=O)cc1	13%	?	3%	0%	?	-1%	-12%	0%
CCC(=O)N1C(C(=O)N2CCCC2)CSC1c1ccc(OC)cc1 (configuration not stated)	2%	-10%	?	4%	?	8%	-4%	-1%
CN(C)CCCN1C(=O)C(O)=C(C(=O)c2cccs2)C1c1cccc([N+](=O)[O-])c1 (configuration not stated)	-1%	4%	0%	-4%	-2%	7%	1%	0%
CC1CC(C)CN(C(=O)/C=C/c2ccc([N+](=O)[O-])s2)C1 (configuration not stated)	-3%	2.8µM*	-83%[inhibitor]	-2%	-18%	-22%	-20%	/
O=C(COC(=O)c1ccc(NS(=O)(=O)c2cccs2)cc1O)Nc1ccc(F)cc1	-30%	/	/	-10%	/	-8%	-9%	-2%
COc1cccc(OCc2nc(-c3cccc([N+](=O)[O-])c3)no2)c1	0%	-3%	-15%	2%	5%	6%	4%	2%
Cc1ccc(C2=NN=C(NC(=O)CSc3nncn3C)SC2)cc1	-18%	?	8.9µM*	-2%	?	-32%	25%	-12%
COc1ccccc1C(=O)C1CCCN(C(=O)CSc2ccccn2)C1 (configuration not stated)	-15%	?	/	-15%	-3%	9%	6%	3%
O=C(O)c1ccccc1OCCOCCOc1ccccc1C(=O)O	-3%	?	/	18%	-8%	-10%	0%	-2%
O=C1c2ccccc2C(=O)c2cc(S(=O)(=O)Nc3ccccc3)ccc21	3%	-11%	-32%[inhibitor]	-5%	7%	3%	-11%	-7%
Cc1ccc(NS(=O)(=O)c2ccc(NC(=O)c3cccs3)cc2)c(C)c1	5%	-5%	-28%	-10%	-11%	-3%	8%	-2%

# The last 3 records of the part before lead into the next.
canonical_smiles	JMJD2E inh	ALDH1A1 inh	SMN2 splice up	GLA spleen mod	GAA inhib	RGS12 GoLoco inh	GAA glycogen	GAA spleen mod
O=C(O)c1ccccc1OCCOCCOc1ccccc1C(=O)O	-3%	?	/	18%	-8%	-10%	0%	-2%
O=C1c2ccccc2C(=O)c2cc(S(=O)(=O)Nc3ccccc3)ccc21	3%	-11%	-32%[inhibitor]	-5%	7%	3%	-11%	-7%
Cc1ccc(NS(=O)(=O)c2ccc(NC(=O)c3cccs3)cc2)c(C)c1	5%	-5%	-28%	-10%	-11%	-3%	8%	-2%
COc1ccccc1/C=N/n1c(C)nnc1-n1nc(C)cc1C	0%	10%	9%	7%	-2%	0%	1%	4%
Cc1ccc(N(C(=O)c2csnn2)C(C(=O)NC(C)(C)C)c2ccccn2)cc1 (configuration not stated)	3%	0%	5%	1%	?	9%	-8%	2%
COc1ccc(Cl)cc1NC(=S)N1CCN(S(C)(=O)=O)CC1	0%	/	/	-6%	/	4%	-2%	-3%
CCn1c(CNC(=O)c2cccs2)nnc1SCC(=O)NCCc1ccccc1	4%	7%	1%	4%	0%	-4%	-2%	8%
CCOC(=O)c1sc(-c2ccc(Br)cc2)cc1N	?	-1%	13µM*	3%	8%	9%	-7%	-3%
COc1cccc(C(=O)Nc2nc3ccccc3[nH]2)c1	-2%	17%	?	7%	-2%	17%	1%	3%
CCN1CCCC1CNC(=O)CSCc1nc(-c2ccccc2C)oc1C (configuration not stated)	-15%	11%	-9%	0%	2%	-3%	1%	-1%
Cc1cccc(CN2CCC(CNC(=O)C3CCCN(S(=O)(=O)c4cnc[nH]4)C3)CC2)c1 (configuration not stated)	4%	4%	3%	0%	-3%	2%	0%	3%
CCOc1cc2[nH]c(=S)n(CCOC)c(=O)c2cc1OCC	4%	?	-4%	6%	-2%	-2%	-21%	-1%
COC(CNC(=O)c1ccc2c(c1)nc(C)n2-c1cccc(F)c1)OC	6%	-1%	-1%	-1%	-1%	-13%	-2%	1%
O=C(O)/C=C/C(=O)NCCC1=CCCCC1	1%	-4%	-7%	0%	5%	9%	-21%	4%
O=C(CNC(=O)c1ccco1)N/N=C/c1cccs1	8%	/	/	3%	/	7%	-2%	-3%
CC(=O)c1c(O)ccc2c(-c3ccccc3)cc(=O)oc12	3%	?	1%	-2%	-6%	11%	3%	-1%
COC(=O)Cn1c(=NC(=O)c2sc3ccccc3c2Cl)sc2cc(S(N)(=O)=O)ccc21	8%	?	-1%	2%	8%	-3%	8%	-3%
Cc1ccc(NC(=O)CCC(=O)NNC(=O)c2ccccc2[N+](=O)[O-])c(C)c1	10%	11%	12%	4%	-1%	2%	19%	2%
CCCn1c(N)c(C(=O)CSc2nnc(C)n2Cc2ccccc2)c(=O)n(C)c1=O	?	-13%	0%	-3%	-2%	1%	2%	-3%
COc1ccc(-c2cc(C(=O)Nc3cc(OC)c(OC)c(OC)c3)no2)cc1OC	-5%	6%	-12%	6%	-4%	2%	-3%	-2%
CCOC(=O)c1cnn(-c2ccc(C)cc2)c1N	0%	?	28%	6%	1%	0%	10%	5%
CC(=O)c1ccc(NC(=O)Nc2ccc(Cl)cc2)cc1	-5%	6%	13µM*	-3%	?	-3%	-11%	-4%
Cc1cc(N/N=C/c2ccc(O)cc2O)nc(N2CCOCC2)n1	-2%	-8%	/	5%	-14%	-1%	16µM*	-2%
CCOC(=O)C1CCN(C(=O)CSC2=NCCS2)CC1	4%	?	-1%	-4%	-2%	7%	-3%	-3%
Cc1cccc(-n2nc3c(c2NC(=O)c2ccco2)CS(=O)(=O)C3)c1C	-5%	-3%	11%	-17%	5%	76%[activator]	1%	0%
O=C(Nc1ccc(Cl)c(Cl)c1)C1=Cc2ccccc2OC1	?	?	?	13%	1%	-7%	-3%	-22%
COc1ccc(OCC(=O)c2c(O)c3ccccc3oc2=O)cc1	?	?	/	4%	2%	-28%	?	-17%
O=C(O)CC(NC(=O)C(c1ccccc1)c1ccccc1)c1ccc(F)cc1 (configuration not stated)	15%	7%	-54%[inhibitor]	1%	-7%	-1%	5%	-21%
O=C1COc2ccc(C(=O)c3ccccc3C(=O)O)cc2N1	-6%	-3%	4%	-2%	?	-1%	10%	-1%

# These rows are one share of the data; the hit share may differ from the screen's.
